FXIIa inh 1536 = inhibitors of human coagulation factor XIIa. purified FXIIa, Boc-QGR-AMC fluorogenic substrate, 2 h. inhibition, % at 5 µM. 0.3% of 220,000 active; in the data active = inhibition above about 40%;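 note: 0% = enzyme with no compound and 100% = blank without enzyme; many of its hits are not listed in these tables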
Mdm2 ligase inh = inhibitors of human Mdm2 E3 ubiquitin ligase | Q00987 | cell-based MDM2 ubiquitination luciferase reporter, 2 h; 0 = plate control, 100 = twice control, blank-subtracted | signal enhancement, % at 5 µM | 0.11% of 210,000 active;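 active = signal enhancement of 30% or more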;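 note: luminescence tracks abundance of the self-degrading MDM2-luciferase fusion protein; higher signal means inhibition of MDM2 E3 ligase activity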
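System: stable MDM2–luciferase fusion reporter cells / Input: 2000 cells seeded into each well / Schedule: 4 h settle plus 2 h compound, 37 °C / Compound: single-point 5 µM / Buffer or medium: cells held in DMEM / Benchmarks: control and blank well means / Evaluation: percent signal gain over controls, blank-subtracted / Measured by: luciferase luminescence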
Rad51 HR inh = Rad51 (human) homologous recombination inhibition | 0.085% of 200,000 active | hRad51 DNA strand exchange, fluorescence dequenching | inhibition, % at 10 µM | Q06609;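 active = inhibition above 40% at the single screening dose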;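 note: 0% = DMSO control wells and 100% = blanks with heterologous ssDNA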
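Assay system: Human Rad51 nucleoprotein filaments preassembled on unlabelled ssDNA | Reagent: Donor/quencher-labelled 47-bp dsDNA substrate | Doses: One concentration, 10 µM final | Times: 37 °C 15-min filament assembly, 30-min compound preincubation, 15-min exchange | Technique: Fluorescein emission 520 nm, excitation 485 nm | Benchmarks: Plate control and blank wells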
Wee1 degr inh = human Wee1 degradation inhibition, primary screen; P30291; HeLa Luc-Wee1K328M stability, luciferase luminescence; 100% = proteasome inhibitor MG132 effect; reporter increase, % at 5 µM; 1.2% of 220,000 active; AID 1321;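 active = activation above the mean of all tested compounds plus 3 SD, set per screening run, cut at about 8.8% in these data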;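 note: cells exposed to compound for 20 h before luminescence read; 0% = DMSO alone and 100% = MG132 at 30 µM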
eIF4E-4G inh = eIF4E/eIF4G interaction inhibition in translation initiation; 0.37% of 220,000 active; P63073+Q04637; TR-FRET eIF4E-eIF4GI(517-606) binding, 2 h; inhibition, % at 21.7 µM;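 active = inhibition above about 30%, limit read from the data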;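 note: 0% = full FRET control wells and 100% = background wells lacking eIF4GI fragment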
p97 inhibitor = inhibitors of human p97 ATPase | P55072 | recombinant p97 ATPase, Kinase-Glo ATP luminescence, 3 h | inhibition, % at 8 µM | 0.42% of 220,000 active; in the data active = inhibition above about 15%;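 note: 0% = DMSO vehicle and 100% = wells lacking enzyme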
FXIa inh 1536 = blocks human coagulation factor XIa protease activity. P03951. purified FXIa, Boc-Glu-Ala-Arg-AMC fluorogenic substrate. inhibition, % at 5 µM. 0.14% of 220,000 active;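 active = inhibition of at least 40%; inactive = inhibition below 40%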;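 note: fluorescence of freed AMC excited at 355 nm; 0% = enzyme without compound and 100% = no enzyme blank; many of its hits are not listed in these tables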
Target sequence (P03951 19-387 limits assumed): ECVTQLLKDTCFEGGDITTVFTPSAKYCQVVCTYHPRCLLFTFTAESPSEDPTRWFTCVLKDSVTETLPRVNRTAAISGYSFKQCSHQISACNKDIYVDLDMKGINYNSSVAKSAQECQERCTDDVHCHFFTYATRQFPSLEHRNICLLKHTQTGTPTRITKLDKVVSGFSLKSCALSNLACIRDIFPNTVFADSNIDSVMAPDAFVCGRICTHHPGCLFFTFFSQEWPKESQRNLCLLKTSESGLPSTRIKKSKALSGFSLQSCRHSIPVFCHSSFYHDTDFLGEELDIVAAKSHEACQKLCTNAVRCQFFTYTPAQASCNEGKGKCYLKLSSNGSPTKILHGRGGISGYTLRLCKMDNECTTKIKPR
Target sequence (P03951 388-625 limits assumed): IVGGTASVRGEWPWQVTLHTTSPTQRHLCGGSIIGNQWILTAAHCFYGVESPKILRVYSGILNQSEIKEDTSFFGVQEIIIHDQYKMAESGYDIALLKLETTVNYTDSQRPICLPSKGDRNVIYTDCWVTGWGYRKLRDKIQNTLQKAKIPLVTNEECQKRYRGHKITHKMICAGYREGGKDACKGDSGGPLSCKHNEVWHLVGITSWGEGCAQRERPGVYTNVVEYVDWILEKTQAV
KLK5 inh = blocks human kallikrein 5 protease activity. 0.59% of 210,000 active. inhibition, % at 5 µM. recombinant hK5, fluorogenic AMC substrate cleavage;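 active = inhibition of 40% or more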;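 note: 0% = enzyme controls without compound and 100% = no-enzyme blanks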
14-3-3 Bad PPI = disrupts binding of bovine 14-3-3 zeta to phospho-Bad peptide | P63103 | TR-FRET 14-3-3zeta/Dy647-pBad peptide displacement, 1 h | inhibition, % at 21.7 µM | 0.71% of 220,000 active | AID 781;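 active = inhibition above about 70%, limit read from the data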;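 note: 0% = full 14-3-3 plus peptide FRET controls and 100% = background without 14-3-3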
Target sequence (P63103 whole entry, looked up): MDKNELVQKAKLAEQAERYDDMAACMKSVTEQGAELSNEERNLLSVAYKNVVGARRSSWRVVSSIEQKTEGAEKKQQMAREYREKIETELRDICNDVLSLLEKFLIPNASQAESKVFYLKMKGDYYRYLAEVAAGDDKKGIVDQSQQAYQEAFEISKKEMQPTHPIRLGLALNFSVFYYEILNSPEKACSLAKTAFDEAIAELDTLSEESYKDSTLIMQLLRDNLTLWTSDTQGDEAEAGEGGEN
* = called active by the depositor; x = not tested or not shown; [ ] = dose if it differs, or a comment.

SMILES	FXIIa inh 1536	Mdm2 ligase inh	Rad51 HR inh	Wee1 degr inh	eIF4E-4G inh	p97 inhibitor	FXIa inh 1536	KLK5 inh	14-3-3 Bad PPI
CCOC(=O)Cn1c(=N)n(CCOc2ccc(Br)cc2)c2ccccc21	6.3	-9.3	9.8	0.4	-2.8	-2.3	-2.5	-9.6	-0.8
CCCCOC(=O)C(C)Oc1ccc(=O)n(-c2ccccc2)n1 (stereo not drawn)	7.4	-14.9	-1.2	5.0	3.0	0.1	4.5	-6.0	0.3
Cc1ccc(N2CC(=O)N(CC(=O)O)C2=O)cc1	2.9	6.0	5.3	-0.7	-1.5	4.8	-4.5	-5.5	-1.2
FC(F)Oc1ccccc1NC(=S)NCc1ccco1	33.9	-25.4	-1.7	0.1	-0.5	-1.2	25.7	-4.7	-18.2[fluorescence artefact?]
O=C(C[n+]1cn(C(F)F)c2ccccc21)c1ccc(Br)cc1	2.1	-4.2	-0.7	-0.8	-4.0	10.3	-1.4	-1.1	-10.2
O=C(CCC(=O)c1ccccc1)NCc1ccccc1	16.7	-15.4	1.2	-3.2	2.0	-4.1	4.1	13.9	0.2
COc1cc(C)nc(Oc2ccc(=O)[nH]n2)n1	2.7	-6.8	2.4	0.1	-1.8	-2.5	-14.7	-23.0	-2.3
Cc1cc(C)cc(NC(=O)N2CCN(C/C=C/c3ccccc3)CC2)c1	4.9	-13.7	x	0.7	3.1	-0.4	-0.6	x	-5.0
O=C(c1ccc2ccccc2c1)C1CCCN(S(=O)(=O)c2cccnc2)C1 (stereo not drawn)	11.2	-13.5	1.2	-3.2	2.0	2.2	-5.2	-12.3	-8.8
CCOC(=O)c1c(C)n(-c2ccc(C)cc2)c2ccc(OCC(O)CNCCCO)cc12 (stereo not drawn)	1.4	-8.8	7.1	-4.3	0.6	2.8	-3.2	-20.4	2.0
O=C(OCC(=O)c1ccc(S(=O)(=O)N2CCCC2)cc1)C1=COCCO1	19.8	-0.4	0.3	-0.2	-3.0	-7.4	17.7	7.8	15.3
COCCNC(=O)c1ccccc1NC(=O)CCSc1ccccc1	-0.7	-7.9	-23.9	-0.9	1.5	6.2	-4.3	-13.3	1.1
Cc1ccc(-n2c(=O)cc(NCc3cccnc3)[nH]c2=O)cc1	11.9	0.9	-5.8	-1.7	-7.8[fluorescence artefact?]	-5.6	-2.8	-2.5	1.1
CN(Cc1ccccc1)S(=O)(=O)c1ccc(OCC(=O)N2CCOCC2)cc1	1.2	-22.6	-3.4	3.4	-5.1	-0.8	-6.5	-10.6	1.9
Cc1cc(S(=O)(=O)NC2CCCCC2)ccc1OCC(=O)N1CCOCC1	17.1	-0.2	2.9	-0.7	-10.5[fluorescence artefact?]	0.6	2.9	-3.9	-9.5
N#Cc1cc2c(nc1Cl)CCCC2	6.8	5.9	8.0	2.0	4.2	4.1	5.1	-12.0	4.7
CN1CCN(C(=O)c2c(NC(=O)c3ccco3)sc3c2CCC(C(C)(C)C)C3)CC1 (stereo not drawn)	-6.7	-19.8	-4.6	1.2	-1.4	1.1	-7.8	12.1	1.6
COC(=O)C1=C(C)NC(=O)CC1c1cccc(Cl)c1Cl (stereo not drawn)	13.6	-6.5	-5.4	1.1	-4.3[fluorescence artefact?]	-1.0	8.2	1.0	15.5[fluorescence artefact?]
Cc1cccc(-c2nnc(SCc3ccc(C#N)cc3)n2Cc2ccco2)c1	0.9	-6.6	11.6	2.1	-0.1[fluorescence artefact?]	-5.2	2.0	-2.8	-2.0[fluorescence artefact?]
Clc1ccc2oc(-c3ccccc3)cc(=NCCCN3CCOCC3)c2c1	17.3	-52.5	-2.1	1.8	-0.1	-1.9	9.6	33.5	2.5

An excerpt from above in order of SMILES length, descending.
SMILES	FXIIa inh 1536	Mdm2 ligase inh	Rad51 HR inh	Wee1 degr inh	eIF4E-4G inh	p97 inhibitor	FXIa inh 1536	KLK5 inh	14-3-3 Bad PPI
CN1CCN(C(=O)c2c(NC(=O)c3ccco3)sc3c2CCC(C(C)(C)C)C3)CC1 (stereo not drawn)	-6.7	-19.8	-4.6	1.2	-1.4	1.1	-7.8	12.1	1.6
CCOC(=O)c1c(C)n(-c2ccc(C)cc2)c2ccc(OCC(O)CNCCCO)cc12 (stereo not drawn)	1.4	-8.8	7.1	-4.3	0.6	2.8	-3.2	-20.4	2.0
O=C(OCC(=O)c1ccc(S(=O)(=O)N2CCCC2)cc1)C1=COCCO1	19.8	-0.4	0.3	-0.2	-3.0	-7.4	17.7	7.8	15.3
O=C(c1ccc2ccccc2c1)C1CCCN(S(=O)(=O)c2cccnc2)C1 (stereo not drawn)	11.2	-13.5	1.2	-3.2	2.0	2.2	-5.2	-12.3	-8.8
Cc1cc(C)cc(NC(=O)N2CCN(C/C=C/c3ccccc3)CC2)c1	4.9	-13.7	x	0.7	3.1	-0.4	-0.6	x	-5.0
CCOC(=O)Cn1c(=N)n(CCOc2ccc(Br)cc2)c2ccccc21	6.3	-9.3	9.8	0.4	-2.8	-2.3	-2.5	-9.6	-0.8
COCCNC(=O)c1ccccc1NC(=O)CCSc1ccccc1	-0.7	-7.9	-23.9	-0.9	1.5	6.2	-4.3	-13.3	1.1
Cc1ccc(N2CC(=O)N(CC(=O)O)C2=O)cc1	2.9	6.0	5.3	-0.7	-1.5	4.8	-4.5	-5.5	-1.2
FC(F)Oc1ccccc1NC(=S)NCc1ccco1	33.9	-25.4	-1.7	0.1	-0.5	-1.2	25.7	-4.7	-18.2[fluorescence artefact?]
N#Cc1cc2c(nc1Cl)CCCC2	6.8	5.9	8.0	2.0	4.2	4.1	5.1	-12.0	4.7

Remaining list, next part
SMILES	FXIIa inh 1536	Mdm2 ligase inh	Rad51 HR inh	Wee1 degr inh	eIF4E-4G inh	p97 inhibitor	FXIa inh 1536	KLK5 inh	14-3-3 Bad PPI
Cc1cc(=O)[nH]c(SCC2(O)C3CC4CC(C3)CC2C4)n1 (stereo not drawn)	10.1	0.8	16.4	-1.8	4.3	-1.4	4.9	-13.3	-4.8
CC(C)=CC(=O)OCC(=O)NC1CCCc2ccccc21 (stereo not drawn)	3.0	2.1	12.3	6.0	4.0	3.1	-5.4	-7.3	-7.8
CCC(C)NC(=O)c1cn(CC)c2ccc(S(=O)(=O)N(C)C)cc2c1=O (stereo not drawn)	6.3	-20.9	-7.0	-2.0	8.6	-3.0	0.1	-2.6	1.1
CC12CN3CC(=O)N4CC5(C)CN(CC(C)(C4)C5=O)C(=O)CN(C1)CC(C)(C3)C2=O	15.8	-34.7	-4.2	-1.6	-11.3	3.3	2.6	-7.4	-4.0
S=C1N(c2ccccc2)C(c2ccc(Cl)cc2)N2CCCN12 (stereo not drawn)	18.3	19.3	3.8	0.6	-2.1	-2.6	18.3	1.2	-4.1
O=C(CS(=O)(=O)c1ccc(Cl)cc1)NCCS(=O)(=O)c1ccc(Cl)cc1	2.5	-0.9	-2.2	-0.4	1.0	8.8	-3.9	-4.2	-2.5
COc1ccc(S(=O)(=O)NC2CCCC2)c(Cl)c1Cl	9.4	-1.4	5.9	1.4	2.8	-1.3	5.8	3.0	-4.2
O=C(Nc1cccc([N+](=O)[O-])c1)c1ccc2c(c1)OCO2	-1.6	-6.1	4.8	-3.2	13.3[fluorescence artefact?]	5.9	-6.5	-10.4	-4.6
Clc1ccc(-c2csc(N/N=C\c3cccnc3)n2)cc1	14.4	2.2	1.8	-1.6	21.0	-0.5	10.2	-9.8	76.2*
CCCCCn1c(NCc2ccco2)nc2ccccc21	-0.1	-7.9	-0.7	1.7	-2.1	-10.2	-8.9	-22.1	-1.1
C/C(=N/NS(=O)(=O)c1ccccc1)c1ccc(Cl)cc1	13.0	-11.5	-4.7	2.8	0.0	-1.5	3.4	6.7	2.6
COc1ccc(C)cc1NC(=O)Nc1cccc(C)c1	3.2	-11.0	x	-2.0	0.8	-0.6	-1.8	x	2.4
CCN(CC)C(=O)CSc1nc2ccccc2c(=O)[nH]1	13.6	-7.0	11.0	5.3	-5.7	9.1	0.3	-5.6	-1.2
CN(Cc1cccs1)C(=O)CCc1ccc(S(=O)(=O)N2CCOCC2)cc1	14.3	-14.1	-11.1	0.0	7.4[fluorescence artefact?]	1.6	-5.8	2.4	11.2[fluorescence artefact?]
COc1ccccc1-c1ccc(SCc2ccc([N+](=O)[O-])cc2)nn1	4.4	-1.2	-23.5	-1.3	-0.5	-2.2	-3.0	-11.1	-21.4
COc1ccc2nc(CC(C)(C)CC(=O)O)c[n+]([O-])c2c1	4.3	-11.4	8.8	-0.4	6.5	0.3	0.4	29.5	-4.7
CN1C(=O)NC(c2ccc(O)cc2)C2=C1CN(c1cccc3ccccc13)C2=O (stereo not drawn)	3.0	-7.3	11.9	0.8	0.5	6.4	21.5	-6.6	-4.4
N#Cc1ccccc1OCC(=O)NC(N)=O	5.8	-4.7	-22.1	5.4	-4.1	3.6	-1.5	3.0	-3.3[fluorescence artefact?]
CCC1CCCCN1C(=O)c1ccc(OC2CCN(C(=O)C3CC3)CC2)cc1 (stereo not drawn)	14.6	x	x	2.4	1.4	0.6	12.1	x	-1.1
Cc1c(C(=O)Nc2ccc3oc(-c4cccnc4)nc3c2)oc2ccccc12	19.4	-7.0	-6.8	-1.3	-23.9	5.6	4.0	2.4	26.3
COc1ccc(Cl)cc1NC(=O)CSc1nc(N2CCCCC2)nc(N2CCCCC2)n1	-7.1	0.5	-0.6	0.1	3.2	5.6	2.0	5.6	-2.5[fluorescence artefact?]
O=C(NCc1ccco1)c1cnccn1	8.5	-7.4	4.5	-3.9	-5.7	5.9	-0.9	13.0	0.7
O=C1CCCc2c1sc1nc3n(c(=O)c21)CCCCC3	6.4	-21.3	-2.3	0.2	16.5	1.5	-3.6	-7.1	0.5
Cc1ccc2c(c1)sc1nc(=O)n(-c3ccc(Cl)c(Cl)c3)c(=O)n12	4.1	-9.4	-3.1	-2.1	-16.0	8.1	0.8	-2.3	-1.8[fluorescence artefact?]
Cc1ccc(Oc2ccc(NC(=O)CSc3n[nH]c(N)n3)cc2)cc1	4.7	-7.9	11.9	1.4	0.2	5.1	2.9	-19.1	3.5
C=CCOc1ccc(Br)cc1CNC(C)(C)CO	9.9	-4.7	3.1	0.6	-7.4	7.0	0.6	0.9	0.2
CN1CCN(C2=Cc3ccc(Cl)cc3Sc3ccc(F)cc32)CC1	15.4	-7.3	-1.3	-0.1	-3.3	-9.2	8.2	24.6	25.0
CC12CCC(C(=O)N3CCN(Cc4ccccc4)CC3)(OC1=O)C2(C)C (stereo not drawn)	1.2	-9.5	-4.0	3.9	3.8[fluorescence artefact?]	-2.4	-3.9	2.7	-7.4[fluorescence artefact?]
Cn1cccc1Cc1nnc(SCC(=O)N2CCCCCC2)n1CCc1ccccc1	4.4	-15.9	-8.2	-2.0	-0.8	-13.0	-6.8	-3.7	2.3
CCSc1nnc(NC(=O)[C@@H](NC(=O)c2cccc(C)c2)C(C)C)s1	10.8	-2.5	7.5	0.8	1.1	3.4	8.4	-8.0	8.3
CCOC(=O)c1sc2nc(SC)nc(-c3ccccc3)c2c1N	16.8	-9.8	-3.1	0.8	-13.7	5.6	2.2	-11.1	20.9
CCN(Cc1ccccc1)C(=O)CCCOc1ccccc1	-7.8	-15.3	-1.3	1.8	-3.9	0.6	-4.7	3.4	2.6

Source: PubChem BioAssay
